Screens as filed in PubChem BioAssay.
Cav3 T inh: inhibitors of human Cav3.2 T-type calcium channel; B-score at 10 µM; AID 449739; 100,000 compounds, 4% hits; Cav3.2-expressing cells, Fluo-4 calcium fluorescence FDSS; active compounds read low;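 active = single-dose well whose peak fluorescence ratio is a statistical outlier from its plate by either plate-standardised score or position-corrected B-score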
The depositor's hits bear a star.

Cav3 T inh	SMILES
-1.8	COc1ccc(C(=O)N2CCN(c3cccc(Cl)c3)CC2)c(OC)c1
-0.48	CC1CC(C)CN(Cc2nc3c(c(=O)n(C)c(=O)n3C)n2CCN2CCOCC2)C1 (configuration not stated)
-2.5	CCCCSC1=C(C#N)C(c2ccccc2C)C(C(=O)OCC)C(=O)N1 (configuration not stated)
-0.94	CCOC(=O)CNC(=O)CSc1nnc(-c2ccco2)n1Cc1ccco1
0.0022	O=C1CC(SC(=Nc2ccccc2)Nc2ccccc2)C(=O)N1c1cccc2ccccc12 (configuration not stated)
0.086	CCC(C)NCC(=O)Nc1ccc(-c2nc3cc(NC(=O)CNC(C)CC)ccc3o2)cc1 (configuration not stated)
-0.92	COc1ccc(-c2noc(CSc3ccccc3)n2)cc1OC
0.089	COCCOC(=O)C1=C(N)Oc2c(oc(CO)cc2=O)C1c1ccccc1F (configuration not stated)
0.43	COCCCN1C(=O)C(=O)/C(=C(/O)c2ccc(OC)cc2C)C1c1cccnc1 (configuration not stated)
0.36	Cc1oc(/N=C/c2ccc(Cl)cc2)c(C#N)c1C
0.66	CN(CC(=O)NCCN1CCCCCC1)S(=O)(=O)c1cccc2nsnc12
0.094	COc1cccc(C(=O)Nc2ccc3nc(N4CCOCC4)cc(C)c3c2)c1
0.085	Cc1cc(Br)ccc1SCC(=O)OCC(=O)N1CCN(C(=O)c2ccco2)CC1
0.58	C#CCOCCOCCOCCNc1nc(N2CCN(C(=O)[C@H]([C@@H](C)O)n3cc(CCCCN)nn3)CC2)nc(N2CCN(C(=O)[C@H](Cc3ccc(O)cc3)n3cc(CCO)nn3)CC2)n1
-1.2	CCN(CC)S(=O)(=O)c1ccc(NC(=O)COC(=O)c2ccc(-n3nc(C)cc3C)cc2)cc1
0.28	Cc1cc(C)nc(Sc2ccc(/C=C(\C#N)C(=O)Nc3ccccc3)o2)n1
-8.4*	O=C(Nc1ccccc1)c1nnn(Cc2ccccc2)c1NC(=O)C(F)(F)F
1.5	Cc1c(NC(=S)NC(=O)Cc2ccccc2)cccc1C(=O)O
0.32	CSc1ncc(C(=O)O)c(C)n1
-0.5	Cc1cc(C)c(NC(=O)C(C)Sc2nc3ccc(N4C(=O)c5ccccc5C4=O)cc3s2)c(C)c1 (configuration not stated)

An excerpt of these results, in markdown:
| structure | Cav3 T inh |
| --- | --- |
| C#CCOCCOCCOCCNc1nc(N2CCN(C(=O)[C@H]([C@@H](C)O)n3cc(CCCCN)nn3)CC2)nc(N2CCN(C(=O)[C@H](Cc3ccc(O)cc3)n3cc(CCO)nn3)CC2)n1 | 0.58 |
| CCN(CC)S(=O)(=O)c1ccc(NC(=O)COC(=O)c2ccc(-n3nc(C)cc3C)cc2)cc1 | -1.2 |
| Cc1cc(C)nc(Sc2ccc(/C=C(\C#N)C(=O)Nc3ccccc3)o2)n1 | 0.28 |
| O=C(Nc1ccccc1)c1nnn(Cc2ccccc2)c1NC(=O)C(F)(F)F | -8.4* |
| Cc1c(NC(=S)NC(=O)Cc2ccccc2)cccc1C(=O)O | 1.5 |
| CSc1ncc(C(=O)O)c(C)n1 | 0.32 |
| Cc1cc(C)c(NC(=O)C(C)Sc2nc3ccc(N4C(=O)c5ccccc5C4=O)cc3s2)c(C)c1 (configuration not stated) | -0.5 |

(more compounds)
Cav3 T inh	SMILES
-0.18	CC(=O)C1=C(C)NC(SCC(N)=O)=C(C#N)C1c1cccnc1 (configuration not stated)
-3	COc1ccc(CC(=O)Nc2c3c(nn2-c2ccccc2C)CS(=O)C3)cc1 (configuration not stated)
-2.7	CCCSc1nc(SCC(=O)NCc2ccccc2)c2c3c(sc2n1)COC(C)(CC)C3 (configuration not stated)
-0.45	O=C(CSc1nnnn1C1CCCC1)Nc1ccc2c(c1)OCO2
0.89	COC(=O)c1ccc(Cl)c(NC(=O)c2ccc(-c3ccccc3)cc2)c1
-1.4	CS(=O)(=O)N1CCc2cc(S(=O)(=O)Nc3ccc4oc5c(c4c3)CCCC5)ccc21
-0.12	COc1cc2nc(SCc3ccc(Cl)cc3Cl)n(Cc3cccs3)c(=N)c2cc1OC
-1.6	COc1ccc(C2NC(=S)NC3=C2CCc2cc(OC)ccc23)cc1 (configuration not stated)
-0.45	C/C(=N/n1cnnc1)c1cccnc1
0.62	COc1cc(OC)cc(-n2nnnc2SCC(=O)N2CCCC2)c1
-0.0055	CC1(C)CC(=O)C=C(OC(=O)c2ccc(Cl)cc2)C1
0.081	Cn1cnnc1SCC(=O)Nc1ccc2nc(SCc3cccc4ccccc34)sc2c1
0.034	CCOC(=O)c1oc2nc3c(cc2c1N)COC(C)(C)C3
-0.067	COC(=O)c1cc(NC2c3ccccc3C(=O)N2CCN2CCOCC2)cc(C(=O)OC)c1 (configuration not stated)
-0.25	CC(NC(=O)CSc1nc2ccccc2c(=O)[nH]1)c1ccccc1 (configuration not stated)
0.53	COCc1[nH]nc2c1C1(CCC3(CC1)OCCO3)C(C#N)=C(N)O2
0.049	CCOC(=O)c1c(N)sc(C(=O)N2CCCC(C(N)=O)C2)c1C (configuration not stated)
0.1	CCn1c(SCC(=O)O)nnc1-c1cc2c(C)nn(-c3ccccc3)c2s1
0.46	Cc1c(N=CN2CCOCC2)c(=O)n(C)c(=O)n1C
0.35	CCOC(=O)CC(=O)Nc1cc(Cl)ccc1O
0.89	Cc1nn(Cc2ccccc2Cl)c2sc(C(=O)NCCCn3ccnc3)cc12
0.42	O=C(Nc1ccc(F)cc1)NC1(C(=O)NCc2ccco2)CCCCC1
-0.63	CCC1(C(=O)OC)NC(c2ccco2)C2C(=O)N(c3ccc(C)cc3)C(=O)C21 (configuration not stated)
0.7	CCO[C@@H]1OC(C(=O)N2CCN(C)CC2)=C[C@H](C2CCCCC2)[C@H]1CCCO
0.37	CCN(CC)CCNC(=O)c1c(O)c2c([nH]c1=O)CCCC2
1.3	N#CC1=C(N)Oc2n[nH]c(-c3ccc(F)cc3)c2C1c1cccnc1 (configuration not stated)
1.3	O=C(NCCCN1CCN(C2CCCCC2)CC1)Nc1ccccc1C(F)(F)F
-1.4	CCCCC1CCC(c2nc(-c3ccccn3)no2)CC1 (configuration not stated)
-0.093	CN(C)S(=O)(=O)N1CCC(C(=O)O)(c2ccccc2)CC1
-0.011	COc1ccc2nc(NC(=O)C(NS(=O)(=O)c3cccs3)C(C)C)sc2c1 (configuration not stated)
-0.21	COc1cccc(-c2csc(NC(C)=O)n2)c1
-0.35	CCS(=O)(=O)N1CCN(C(=O)c2cccs2)CC1
-2.7	O=S(=O)(c1cccc(-c2nnc(SCc3ccc(Cl)cc3)o2)c1)N1CCCCC1
-3.4	Nn1c(CSc2nc3ccccc3o2)nnc1CSc1nc2ccccc2o1
0.78	CSc1nnc(-c2cc3ccccc3cc2O)n1C
-4.7	Cc1cc2cc(CNS(=O)(=O)c3ccc4ccccc4c3)ccc2n1C
0.066	Cc1cc(C)n(C(=O)Cc2cn3ccsc3n2)n1
-0.76	Brc1ccc2c(c1)C(c1cccs1)=NNC(c1cccnc1)=N2
2.8	CCOC(=O)CSC1=C(C#N)C(c2ccc(F)cc2)C(C(C)=O)=C(C)N1 (configuration not stated)
0.015	O=C1N[C@@H](Cc2cn(S(=O)(=O)c3ccc(F)cc3)c3ccccc23)C(=O)N[C@H]1Cc1ccccc1
-0.45	Cc1ccc(-c2nc(=S)c3c(n2Cc2ccco2)CCCC3)cc1
0.057	CCN1C(=O)c2cccc3c(S(=O)(=O)Nc4ccncc4)ccc1c23
0.46	O=C(Cc1ccc(Cl)cc1)Nc1ccc(N2CCCC2)cc1
-1	O=C(CSc1nc2ccc([N+](=O)[O-])cc2[nH]1)NC1CCCCC1
1.6	COc1ccccc1NC(=O)c1oc2ccccc2c1NC(=O)c1ccco1
-0.3	NC1=NC2(CCCCC2)n2c(nc3ccccc32)N1
-0.57	COCCn1c(=O)[nH]c2cc(C(=O)NC3CCCCCC3)ccc2c1=O
0.27	C=C(C)C(=O)Nc1cccc(C2=NOC3(C2)C[C@@H](C(N)=O)N(C(=O)c2ccc(Cl)cc2)C3)c1 (some centres not stated)
1.3	COc1ccc2c(c1)c(=O)oc1cc(O)ccc12
-2.4	O=C(CSc1nnc(COc2ccc(Cl)cc2)o1)N1c2ccccc2CCc2ccccc21
-0.2	C=CCSC1=N/C(=C\c2ccsc2)C(=O)S1
-0.11	CC(C)C(=O)N1CCC2(CC1)Oc1ccc(Cl)cc1C(=O)C21CC(c2ccccc2)=NO1 (configuration not stated)
-0.56	COc1ccc(/C=C/c2nc3sc4c(c3c(=O)o2)CCC4)cc1
-5.1*	CC(Sc1nnnn1-c1ccccc1)C(=O)Nc1ccc(Cl)cn1 (configuration not stated)
-7.7*	Cc1cccc(N2CCN(C(=O)CCCOc3ccccc3)CC2)c1C
0.36	CC(=O)c1cc(C)ccc1OC(=O)c1ccco1
0.024	Cc1cc(C)cc(N(C(C)C(=O)NCCC2=CCCCC2)S(C)(=O)=O)c1 (configuration not stated)
0.31	COc1ccc(CNC(=O)CSc2nnc(C)s2)cc1
0.078	COc1cc(C(=O)N2CCC(NC(=O)C(Cc3ccccc3C)NC(C)=O)CC2)cc(OC)c1OC (configuration not stated)
-3.7	S=C(NCc1ccc2[nH]c3c(c2c1)CCCC3)Nc1ccccc1

Sorted by value in Cav3 T inh (descending): 5 from the list above
mol	Cav3 T inh
COCc1[nH]nc2c1C1(CCC3(CC1)OCCO3)C(C#N)=C(N)O2	0.53
O=C(Nc1ccc(F)cc1)NC1(C(=O)NCc2ccco2)CCCCC1	0.42
CC(=O)c1cc(C)ccc1OC(=O)c1ccco1	0.36
Cc1cc(C)cc(N(C(C)C(=O)NCCC2=CCCCC2)S(C)(=O)=O)c1 (configuration not stated)	0.024
CN(C)S(=O)(=O)N1CCC(C(=O)O)(c2ccccc2)CC1	-0.093

The list continues.
Cav3 T inh	SMILES
-0.018	CCOC(=O)CNC(=O)CSc1nc2cccnc2n1C1CCCCC1
0.2	NC(=O)Cn1cnc(-c2ccccc2)c1
-0.13	COc1ccc(-c2noc3c2-c2nc(-c4ccccc4)sc2CC3)cc1
0.1	COc1ccc(C)cc1-n1nnnc1SC/C(O)=C(\C#N)c1nc2ccccc2[nH]1
0.34	CCOc1ccccc1-n1nnnc1SCC(=O)NC(=O)Nc1ccc2c(c1)OCCO2
2.3	Fc1ccccc1CSc1nc2ncccc2[nH]1
-0.027	C/C(=C\C(=O)Nc1cc(C)on1)c1ccccc1
0.55	O=C1CC(c2ccccc2)=Nc2ccccc2N1
-6.1*	Cc1cccc2cc(CN(Cc3ccc(F)cc3)C(=O)N(C)C)c3nnnn3c12
1	Nc1ccc2oc3ccc(N)cc3c(=O)c2c1
-0.18	CC(=O)Nc1ccc(OCC(O)Cn2c3ccccc3c3ccccc32)c(C)c1 (configuration not stated)
-0.03	CCOc1cc(CNCCc2ccc(S(N)(=O)=O)cc2)cc(Cl)c1OCc1ccccc1
0.078	CC(C)Nc1ncnc2c1cnn2-c1ccc(Cl)cc1
0.42	CCOC(=O)c1cc2occc2n1CC(=O)NCCOC
0.47	CCCCN1Cc2cc(C(=O)c3cc(OC)ccc3O)cnc2NC1=O
-0.21	COc1ccc(C2C(C(=O)Nc3ccccc3OC)=C(C)Nc3ncnn32)cc1 (configuration not stated)
-7.4*	COc1ccc2cc(C3(C)NC(=O)N(CC(=O)NCCC4=CCCCC4)C3=O)ccc2c1 (configuration not stated)
-2.6	C=CCn1c(Cc2c(C)[nH]c3ccccc23)nnc1SCC(=O)NCc1ccc(F)cc1
1.4	CCc1ccccc1NC(=O)CN(c1cccc(OC)c1)S(C)(=O)=O
0.32	O=C(Nc1ccc(F)cc1)N(Cc1ccco1)Cc1cc2cc3c(cc2[nH]c1=O)OCO3
0.5	Cc1cccc(NC(=O)CSCc2c(C)noc2C)c1C
-1.7	Cc1ccc(S(=O)(=O)/N=C(\N)Nc2nc(C)c3ccc(C)cc3n2)cc1
-0.4	CN(c1ccc(C(=O)O)cc1)S(=O)(=O)c1ccccc1
-0.11	CC(=O)Oc1ccc2c(C)c(CC(C)O)c(=O)oc2c1 (configuration not stated)
1.8	O=C(CN1C(=O)C2CC=CCC2C1=O)Nc1ccc(S(=O)(=O)NC2=NCCCCC2)cc1 (configuration not stated)
1.5	CCOc1ccc(N(CC(=O)NC2CCCCCC2)S(=O)(=O)c2c(C)[nH]c(=O)[nH]c2=O)cc1
0.046	CCc1ccc(C2CC(c3cccc(OC)c3)n3nc(N)nc3N2)cc1 (configuration not stated)
-0.24	C=CCNC(=O)C12CC3CC(C1)CC(C(=O)NCC=C)(C3)C2
0.94	CCOC(=O)C1CCN(S(=O)(=O)c2cccc(-c3cn4ccccc4n3)c2)CC1
0.083	O=c1[nH]nc(CNc2ccc(O)cc2)c2ccccc12
-0.021	O=C(O)c1ccc2c(c1)C(=O)N(C(Cc1ccccc1)C(=O)O)C2=O (configuration not stated)
-0.9	CS(=O)(=O)N1N=C(c2ccc(Br)cc2)CC1c1cccs1 (configuration not stated)
-0.22	Cn1cc(C(=O)c2ccccc2)cc1-c1nc2ccccc2n1C
0.93	CCC(C)(C)n1nnnc1CN1CCC(NC(=O)c2ccc(Br)cc2)CC1
-0.0032	COc1ccc(NC(=O)CN2C(=O)C(C)Oc3ccccc32)cc1 (configuration not stated)
-3.6	COc1ccc(C(=O)OC(C(=O)c2ccccc2)c2ccccc2)cc1 (configuration not stated)
0.41	Cc1ccc(S(=O)(=O)n2cnc3cc([N+](=O)[O-])ccc32)cc1C
0.54	CCC(=O)Nc1ccc(N2CCCCC2)c(C(=O)Nc2ccccc2C)c1
-0.024	Oc1ccc(Br)cc1-c1cc(-c2ccc(Cl)cc2)n[nH]1
-1.3	CCCCN1CCc2c1nc1ccc(Br)cc1c2N
0.39	N#CCCN(CCC#N)c1nncs1
-0.34	Cc1ccc(-c2csc3nc4cc(C(=O)NC5CCC(O)CC5)ccc4c(=O)n23)cc1 (configuration not stated)

Ordered by molar mass (highest first): 4 of the compounds above
Cav3 T inh	SMILES
0.54	CCC(=O)Nc1ccc(N2CCCCC2)c(C(=O)Nc2ccccc2C)c1
-0.021	O=C(O)c1ccc2c(c1)C(=O)N(C(Cc1ccccc1)C(=O)O)C2=O (configuration not stated)
-0.22	Cn1cc(C(=O)c2ccccc2)cc1-c1nc2ccccc2n1C
-0.11	CC(=O)Oc1ccc2c(C)c(CC(C)O)c(=O)oc2c1 (configuration not stated)

A portion of the library (hit frequency here may not be typical).
